Bioassay records from PubChem BioAssay.
D2 agonist = D2 dopamine receptor (human) agonism; P14416; activation, % at 2 µM; HEK293 T-REx D2 cells, calcium flux agonist mode; AID 485358; 340,000 compounds, 0.53% hits;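 active = activation over 3 SD above normal in the single-dose calcium agonist read, cut at about 30% in these data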; also: 0% is about no effect
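Tetracycline-induced HEK293 Trex cells with D2 receptor force-coupled to calcium signaling, plated overnight at 30 C and loaded with no-wash calcium dye. Calcium flux read kinetically for 180 s after compound addition; responses flag agonists.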
Vif-APOBEC3F blk = Vif-A3F binding inhibition; HeLa A3F-eYFP + Vif (tagged APOBEC3F with the HIV-1 protein that degrades it), YFP fluorescence increase; Potency, µM (highest dose often 46.1 µM), inactives show at the highest dose activity, negative = active; 390,000 compounds, 0.2% hits; also: potency is read from the fitted curve at half-maximal effect; % of control where 0% means no effect; nearly all actives have a fitted effect of over 65% in size
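HeLa cells stably expressing A3F-eYFP plus Vif, plated and incubated overnight at 37 deg C, then exposed to compounds overnight at 37 deg C. Blocked degradation read as raised yellow fluorescence (Ex 488/Em 500-530).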
Glioma ERSR ind = induces the endoplasmic reticulum stress response in human glioma cells | U87-MG GRP78 promoter luciferase reporter, 16 h | Potency, µM, for inactives: at the highest dose activation, usual class: activators | 420,000 compounds, 0.02% hits; also: potency is read from the fitted curve at half-maximal effect; series mostly up to about 76 µM; % of control where 0% means no effect; nearly all actives have a fitted effect of over 35% in size
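Stably transfected U87-MG glioma cells carrying a GRP78-based luciferase sensor; 16 h compound incubation. Luminescence end-point read 10 min after Bright-Glo addition at room temperature.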
LDHA block = blocks human lactate dehydrogenase A | P00338 | purified LDHA, NADH/diaphorase-resazurin fluorescence; stronger effect = lower value | activity change, % (values are at about 110 or 230 µM) | 480,000 compounds, 0.15% hits | AID 1347041; in the data active = activity change below about -30%; inconclusive = mostly about -25% to -30%;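 also: plate controls were DMSO wells for no effect and wells without enzyme for full effect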
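Remaining NADH was detected by diaphorase (0.133 mg/mL) converting 37 µM resazurin to fluorescent resorufin, read at 0 and 20 minutes. The preceding 5-minute room-temperature reaction used 2 nM LDHA, 0.2 mM sodium pyruvate and 0.06 mM NADH at pH 7.4.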
RGS4 inhibitor = inhibitors of human regulator of G protein signaling 4. Potency, µM (highest dose often 114 µM), inactives show at the highest dose activity change, negative = inhibition, hits mostly inhibitors. Transcreener GDP fluorescence polarization, RGS4-accelerated GTP hydrolysis. 390,000 compounds, 0.039% hits. AID 504845. P49798; also: potency is read from the fitted curve at half-maximal effect; % is scaled to controls: 0 for no effect and ±100 for the full control effect; nearly all actives have a fitted effect of over 75% in size; some results filed as inactive show a strong effect at the top dose
Target sequence (P49798 whole entry, looked up): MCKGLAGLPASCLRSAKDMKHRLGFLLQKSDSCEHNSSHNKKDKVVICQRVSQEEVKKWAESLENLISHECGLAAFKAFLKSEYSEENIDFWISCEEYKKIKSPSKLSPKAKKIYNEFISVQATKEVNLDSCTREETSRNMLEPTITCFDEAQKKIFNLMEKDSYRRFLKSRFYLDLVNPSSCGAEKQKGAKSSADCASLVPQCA
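MLSMR compounds (23 nl, pin-transferred) preincubated 10 min at room temperature with a 500nM (2x) first reagent, then RGS4 at 900nM (2x) plus Transcreener GDP mix added; fluorescence polarization (620/688 nm) read before and after 90 min at 30 °C.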
ERG-DNA inh = blocks human ERG Ets domain binding to DNA; P11308; fluorescence polarization, His-ERG Ets domain / labelled DNA; Potency, µM (series often up to 76.9 µM), for inactives: at the top dose FP activity, negative = inhibition, hits mostly inhibitors; 370,000 compounds, 0.028% hits; active = well fitted inhibition curve with a large enough effect in the polarisation, with a control signal flat; inconclusive = small, poorly fitted or top-dose-only effect, or effect the other way, or a change in a side signal; inactive = no such curve, though single readings can be large or run the other way; the % refers to the polarisation;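 also: polarization taken with two DNA probes labelled with fluorescein and Texas red; potency is read from the fitted curve at half-maximal effect; % of control where 0% means no effect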
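His-tagged ERG Ets domain (1 uM in the protein solution; 300mM KCl, 50mM Tris-HCl, 1mM EDTA, 1mM DTT, pH 7.5) received compound, then a probe mix of 5 nM fluorescein-DNA and 100nM Texas-615-DNA. Fluorescence polarization was read for both dyes.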
Vif-A3G inh = inhibitors of Vif-APOBEC3G interaction; Q9HC16; HeLa A3G-eYFP + Vif (tagged APOBEC3G with the HIV-1 protein that degrades it), YFP fluorescence, overnight; Potency, µM (series often up to 46.1 µM), for inactives: at the top dose activity, negative = active, most hits filed as inhibitors; 410,000 compounds, 0.076% hits;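 also: potency is read from the fitted curve at half-maximal effect; % is scaled to controls: 0 for no effect and ±100 for the full control effect; nearly all actives have a fitted effect of over 60% in size; hits raise eYFP signal because A3G escapes Vif-driven loss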
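HeLa cells stably expressing Vif and C-terminally eYFP-tagged A3G, seeded overnight at 37 deg C, then exposed to compound by pintool overnight at 37 deg C. Rise in yellow fluorescence (Ex 488/Em 500-530, Acumen) marks blocked Vif-driven A3G degradation.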
12-LOX inh = inhibitors of human 12S-lipoxygenase ALOX12 | P18054 | purified 12hLO, xylenol orange hydroperoxide absorbance | Potency, µM (doses to about 108 µM), without a hit: top-dose activity change, negative = inhibition, usual class: inhibitors | 580,000 compounds, 1.1% hits | AID 1671190; also: potency is read from the fitted curve at half-maximal effect; % is scaled to controls: 0 for no effect and ±100 for the full control effect
Target sequence (P18054 whole entry, looked up): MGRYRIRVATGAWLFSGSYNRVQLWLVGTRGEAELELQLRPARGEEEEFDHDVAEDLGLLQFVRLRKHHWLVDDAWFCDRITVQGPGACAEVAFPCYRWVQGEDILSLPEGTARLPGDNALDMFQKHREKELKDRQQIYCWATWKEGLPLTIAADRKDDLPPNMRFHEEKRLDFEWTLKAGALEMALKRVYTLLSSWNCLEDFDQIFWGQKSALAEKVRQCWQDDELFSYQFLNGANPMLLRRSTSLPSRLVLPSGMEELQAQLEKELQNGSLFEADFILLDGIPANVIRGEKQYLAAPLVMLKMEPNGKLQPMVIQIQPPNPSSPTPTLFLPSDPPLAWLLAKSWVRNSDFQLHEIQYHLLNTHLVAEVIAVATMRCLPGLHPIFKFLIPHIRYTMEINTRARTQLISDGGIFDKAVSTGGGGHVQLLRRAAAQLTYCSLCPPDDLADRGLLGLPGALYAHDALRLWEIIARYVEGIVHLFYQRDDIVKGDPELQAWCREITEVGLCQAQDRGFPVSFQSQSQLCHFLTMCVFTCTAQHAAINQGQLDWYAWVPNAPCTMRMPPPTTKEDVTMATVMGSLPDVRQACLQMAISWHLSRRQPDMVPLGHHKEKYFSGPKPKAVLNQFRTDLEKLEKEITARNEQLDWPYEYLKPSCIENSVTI
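Purified human 12hLO (150 nM final) in 25 mM Hepes, 0.01% Triton X-100, pH 7.0 was preincubated 15 min at room temperature with compound. Then 40 uM arachidonic acid was added, 30 min. Hydroperoxide was read by Fe-XO absorbance ratio 573/405 nm.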
D2 antagonist = antagonizes the human D2 dopamine receptor; P14416; HEK293 TREx D2 cells, calcium flux, dopamine EC80; inhibition, % at 10 µM; 340,000 compounds, 2% hits; in the data active = inhibition above about 30%; also: 0% is about no effect
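Compounds are added to dye-loaded, induced HEK293 T-REx cells coupled to calcium release via D2; after a 3 min kinetic read an EC80 dopamine stimulus is given and fluorescence is recorded for 3 more min.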
* marks the source's active call; other numbers are inactive results; i = inactive; ? = inconclusive; / = no result given; & = joins results of further samples; [ ] = remark or other dose. Unless noted, calls follow the shape of the dose curve; as a rule, active = well fitted curve in the direction sought with a large enough effect; inconclusive = small, poorly fitted or top-dose-only effect, or another doubt; inactive = no such curve, though single readings can be large; an effect the other way counts as inactive or inconclusive.

SMILES	D2 agonist	Vif-APOBEC3F blk	Glioma ERSR ind	LDHA block	RGS4 inhibitor	ERG-DNA inh	Vif-A3G inh	12-LOX inh	D2 antagonist
COC(=O)[C@H](C)NC(=O)Nc1ccc(OC(F)(F)F)cc1	-0.3	6%	-3%	-6	8%	-2%	-3%	0%	4
CNc1ncnc2c1ncn2[C@H]1CN(Cc2ccc3c(c2)OCO3)C[C@@H](CO)O1	/	/	0%	-9	/	/	0%	0%	/
O=C(COc1cc2oc(=O)c3c(c2cc1Cl)CCC3)NCC1CCC(C(=O)O)CC1 (stereo not drawn)	0.1	-11%	-3%	-3	-4%	2%	3%	1%	-28
Cc1ccc(Cl)cc1N1CCN(C(=O)C2CCC(=O)N2C(C)C)CC1 (stereo not drawn)	1.4	-7%	-2%	-9	-18%	17%	2%	4%	11
S=C(Nc1ccccc1Cl)N(Cc1ccccc1)Cc1cccnc1	-0.2	-4%	-4%	-6	-1%	-7%	-6%	431%[activator]	-2
Cc1ccc(C(=O)NC2CCN(S(=O)(=O)c3ccccc3)CC2)cc1	0.2	-2%	-4%	-3	3%	6%	-5%	0%	-15
Cc1ccccc1CN1CCCN(CC(=O)Nc2ccc3c(c2)OCCO3)S1(=O)=O	1.2	4%	-2%	-5	-5%	-1%	0%	-20%	/
Cc1noc(C)c1CSc1nnc2cc(C)c3ccccc3n12	0.9	-17%	-1%	-1	17%	-4%	-1%	/	-17
CSc1nccn1CC(=O)Nc1ccc(F)cc1	0.1	1%	-2%	0	-4%	3%	-3%	1%	10
Cc1ccc(CSc2nnc(SCC(=O)N/N=C/C=C/c3ccccc3[N+](=O)[O-])s2)cc1	0.5	-14%	-5%	-7	-3%	3%	-10%	-25%	-3
CN(C(=O)c1cccc(NC(=O)Cc2ccc(NC(=O)C3CCN(C(=O)c4ccccc4)CC3)cc2)c1)C1CCC1	/	5%	-3%	-5	-13%	5%	-13%	-12%	/
C=C[C@]1(C)C=C2C(=O)[C@@]3(O)OC(=O)[C@@]4(CCCC(C)(C)[C@H]34)[C@@]2(O)CC1	/	/	-13%	16	/	/	-14%	?	/
O=C(O)c1cnn(-c2ccccc2)c1C(F)(F)F	11	-4%	1%	-1	-24%	10%	-8%	0%	-21
CS(=O)(=O)N1CCCCC1c1cc(C(=O)NCc2ccccc2)no1 (stereo not drawn)	/	/	-2%	1	/	/	1%	11%	/
COc1ccc(C(=O)NCC(c2ccco2)N2CCOCC2)cc1 (stereo not drawn)	/	-3%	-4%	0	/	/	-2%	-10%	/
COc1ccc(-n2cc3c(c2-c2cccc(Br)c2)c(=O)n(C)c(=O)n3C)cc1OC	-1.3	/	/	21	8%	3%	/	-29%	/
CCC(C(=O)NC1CCCC1)N(C(=O)c1snc(C(N)=O)c1N)c1ccc(OC)cc1 (stereo not drawn)	1.4	-7%	-5%	0	-18%	-7%	1%	-10%	-3
Cc1cccc(-n2c(O)c(C=Nc3c(C)n(C)n(-c4ccccc4)c3=O)c3ccccc3c2=O)n1	1.0	?	-1%&0%	-9&-3	0%&-21%	3%&-8%	-15%&-4%	-22%	5
Cc1ccc2nc3c(cc(C(=O)NCCc4ccccc4)c(=N)n3CCCN3CCOCC3)c(=O)n2c1	-0.7	13%	-1%	0	-29%	-9%	-6%	-37%	3
O=[N+]([O-])c1ccc(S(=O)(=O)N2CCN(c3ccccn3)CC2)cc1	/	9%	1%	-2	/	/	2%	-1%	/
COc1cccc(C(C)(O)c2nc(-c3cccc(C#N)c3)cs2)c1 (stereo not drawn)	/	/	-2%	-5	/	/	-5%	-2%	/
CC(=O)c1ccc(NC(=S)NC(=O)CC(C)C)cc1	-1.1	-20%	9%	-3	-8%	-9%	-6%	-21%	10
CCOC(=O)Cn1ccc2cc(S(=O)(=O)N3CCCC3)ccc21	/	-1%	-5%	-9	/	/	0%	2%	/
Cc1cc(C)c(S(=O)(=O)N2CCCCC2CCNC(=O)C(=O)NCc2cccnc2)c(C)c1 (stereo not drawn)	-0.4	5%	-4%	-2	3%	/	-5%	5%	20

Nothing new here: an excerpt of the list.
SMILES	D2 agonist	Vif-APOBEC3F blk	Glioma ERSR ind	LDHA block	RGS4 inhibitor	ERG-DNA inh	Vif-A3G inh	12-LOX inh	D2 antagonist
COC(=O)[C@H](C)NC(=O)Nc1ccc(OC(F)(F)F)cc1	-0.3	6%	-3%	-6	8%	-2%	-3%	0%	4
CNc1ncnc2c1ncn2[C@H]1CN(Cc2ccc3c(c2)OCO3)C[C@@H](CO)O1	/	/	0%	-9	/	/	0%	0%	/

Later entries.
SMILES	D2 agonist	Vif-APOBEC3F blk	Glioma ERSR ind	LDHA block	RGS4 inhibitor	ERG-DNA inh	Vif-A3G inh	12-LOX inh	D2 antagonist
O=C(CSc1nc(=O)n2ccccc2n1)N1CCN(c2ccccc2)CC1	0.3	6%	-1%	-2	25%	7%	0%	?	-5
Cc1cc(C)c(S(=O)(=O)Oc2ccccc2[N+](=O)[O-])c(C)c1	/	2%	-3%	-1	-25%	-19%	?	9%	/
NC(=O)C1(N2CCCCC2)CCN(C(=O)Nc2ccccc2C(F)(F)F)CC1	0.1	2%	-4%	-2	-7%	3%	0%	i	-22
CC1(C(=O)Nc2ccc3c(c2)OCO3)CCN1C(=O)CCc1cccs1 (stereo not drawn)	/	/	-3%	-4	/	/	-3%	0%	/
O=c1c2c3c(sc2nc2n1CCC2)CCCCC3	-0.1	-10%	6%	-5	15%	9%	0%	4%	-25
CCn1cc2nc(SCc3ccc(C)cc3)n(CCc3ccccc3)c(=O)c2n1	1.5	-9%	2%	0	-5%	2%	1%	-18%	/
O=C(O)CCCNC(=O)/C(=C\c1ccccc1F)NC(=O)c1ccccc1	-1.5	20%	0%	-1	-17%	4%	-5%	1%	-2
CCN(C(=O)c1cnc(OC)cc1C(F)(F)F)c1ccc(Cl)cc1	-0.2	3%	-6%	-2	-17%	4%	-8%	-67%	3
O=C(Nc1ccc(Br)cc1Cl)N1CCOCC1	-0.3	6%	0%	-7	-25%	4%	2%	-1%	0
Cc1cc2n(n1)CCC(=O)N2Cc1ccc(C(=O)Nc2ccc(F)cc2F)cc1	-2.1	-5%	-2%	3	3%	4%	-13%	-17%	/
O=C(COc1cccc(F)c1)NNC(=O)c1cccc(-n2cccc2)c1	0.2	7%	-4%	-3	3%	-2%	-3%	18%	-10
Cc1ccc(S(=O)(=O)N2CCN(C(=O)COC(=O)Cc3cccc(C(F)(F)F)c3)CC2)c(C)c1	0.8	-18%	-4%	4	-11%	11%	2%	0%	2

Filtered by structure, the entries above containing bromine
SMILES	D2 agonist	Vif-APOBEC3F blk	Glioma ERSR ind	LDHA block	RGS4 inhibitor	ERG-DNA inh	Vif-A3G inh	12-LOX inh	D2 antagonist
COc1ccc(-n2cc3c(c2-c2cccc(Br)c2)c(=O)n(C)c(=O)n3C)cc1OC	-1.3	/	/	21	8%	3%	/	-29%	/
O=C(Nc1ccc(Br)cc1Cl)N1CCOCC1	-0.3	6%	0%	-7	-25%	4%	2%	-1%	0

Back to the main list, starting six compounds before the break.
SMILES	D2 agonist	Vif-APOBEC3F blk	Glioma ERSR ind	LDHA block	RGS4 inhibitor	ERG-DNA inh	Vif-A3G inh	12-LOX inh	D2 antagonist
O=C(O)CCCNC(=O)/C(=C\c1ccccc1F)NC(=O)c1ccccc1	-1.5	20%	0%	-1	-17%	4%	-5%	1%	-2
CCN(C(=O)c1cnc(OC)cc1C(F)(F)F)c1ccc(Cl)cc1	-0.2	3%	-6%	-2	-17%	4%	-8%	-67%	3
O=C(Nc1ccc(Br)cc1Cl)N1CCOCC1	-0.3	6%	0%	-7	-25%	4%	2%	-1%	0
Cc1cc2n(n1)CCC(=O)N2Cc1ccc(C(=O)Nc2ccc(F)cc2F)cc1	-2.1	-5%	-2%	3	3%	4%	-13%	-17%	/
O=C(COc1cccc(F)c1)NNC(=O)c1cccc(-n2cccc2)c1	0.2	7%	-4%	-3	3%	-2%	-3%	18%	-10
Cc1ccc(S(=O)(=O)N2CCN(C(=O)COC(=O)Cc3cccc(C(F)(F)F)c3)CC2)c(C)c1	0.8	-18%	-4%	4	-11%	11%	2%	0%	2
COc1ccccc1NC(=O)C1C2CCCCC21 (stereo not drawn)	-0.9	/	-1%	0	-21%	12%	-1%	?	-2
O=C(c1ccc2c(=O)n(CCc3ccccc3)c(=O)[nH]c2c1)N1CCN(c2ccccc2)CC1	3.6	2%	0%	2	-36%	-7%	-3%	/	-4
COC(=O)c1c(C)nn(-c2ccc(F)cc2)c1-n1cccc1	11	/	/	0	-18%	3%	/	-19%	/
C=CCn1c(=S)[nH]c2cc(C(=O)Nc3ccc(F)cc3)ccc2c1=O	/	0%	1%	-19	-8%	-1%	-3%	0%	/
COc1cccc(C(=O)N/N=C/c2ccc(OC3CSC3)cc2)c1	-0.7	9%	1%	-3	-29%	-2%	-14%	-35%	-11
Cc1c(C(=O)/C=C/N(C)C)nnn1-c1ccc(Cl)cc1Cl	-0.6	?	-6%	-1	21%	6%	?	?	3
Cc1c(C)c2ccc(OCC(=O)N3CCN(c4cccc(Cl)c4)CC3)cc2oc1=O	1.2	6%	-2%	-10	25%	0%	0%	37%[activator]	-1
Clc1ccc(-n2ncc3c(NCc4cccs4)ncnc32)cc1	0.9	-7%	8%	0	-13%	-2%	1%	-4%	-7
CC1CCN(C(=S)NC2CCCCC2)CC1	/	0%	-1%	-7	-45%	5%	-1%	-17%	/

This is a subset; the hit share may differ from the screen's.
